tim23-1 inh = growth inhibitors of tim23-1 mutant yeast, primary screen, luminescence, uHTS | actives 1.3% (n = 330,000) | AID 463212, 2010 | inhibition, % at 20 µM | S. cerevisiae tim23-1 growth, BacTiter-Glo luminescence, 24 h;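 active = growth inhibition of the mutant yeast at or above 50%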;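 also: temperature-sensitive mutant grown at 25 °C; plate controls were DMSO-treated mutant yeast for no effect and medium wells lacking yeast for full effect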
UPR CHOP act = activators of apoptotic CHOP UPR arm, primary screen, cell-based, CHO-CHOP luciferase reporter, luminescence, uHTS | activation, % at 10 µM | AID 449763, 2010 | actives 0.34% (n = 330,000) | UPR activation; percent of tunicamycin response over DMSO baseline;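 active = at 10 µM dose, activation of 40% or more, normalized to positive control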;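 also: 100% = tunicamycin at 10 µg/mL and 0% = DMSO alone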
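System: CHO CHOP reporter cells. Amount: 500 cells per well. Buffer or medium: F12 medium, 10% FBS. Compound dosing: one dose, 10 µM in 0.5% DMSO. Incubation: 6 h compound exposure at 37 °C after overnight seeding. Technique: Steady-Glo luciferase luminescence. Benchmarks: tunicamycin and DMSO controls.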
Mdm2-MdmX inh = inhibitors of human Mdm2-MdmX association, primary screen, cell-based, luminescence, split luciferase, SaOS-2, uHTS; actives 3% (n = 330,000); SaOS-2 split-luciferase Mdm2/MdmX complementation; inhibition, % at 8 µM; Protein Mdm4 (Homo sapiens) + E3 ubiquitin-protein ligase Mdm2 (Homo sapiens), …;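 active = inhibition of at least 50% at 8 µM in the primary screen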
EBI2 antag = EBI2 receptor antagonists, beta-arrestin recruitment, primary screen, cell-based, luminescence, 7a,25-OHC stimulation, uHTS; actives 0.81% (n = 360,000); 7a,25-OHC stimulated; inhibition, % at 5 µM; G-protein coupled receptor 183 (Homo sapiens), P32249; in the data active = inhibition above about 38%;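 also: enzyme fragment complementation signal reports receptor beta-arrestin coupling in cells; 0% = agonist plus DMSO wells and 100% = wells without agonist; some results beyond the cut were filed as inactive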
Target sequence (P32249 whole entry, looked up, the tested form may be a part): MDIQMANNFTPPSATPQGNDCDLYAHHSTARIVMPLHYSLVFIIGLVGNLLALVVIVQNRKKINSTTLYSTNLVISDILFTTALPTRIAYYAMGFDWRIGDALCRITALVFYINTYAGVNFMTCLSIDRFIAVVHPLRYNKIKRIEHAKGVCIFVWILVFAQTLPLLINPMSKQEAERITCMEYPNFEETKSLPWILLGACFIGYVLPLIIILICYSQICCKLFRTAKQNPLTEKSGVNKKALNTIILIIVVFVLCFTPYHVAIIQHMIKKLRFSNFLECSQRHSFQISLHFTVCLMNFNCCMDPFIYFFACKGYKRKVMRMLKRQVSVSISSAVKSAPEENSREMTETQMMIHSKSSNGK
APJ antag = antagonists of human apelin receptor APJ, primary screen, CHO-K1 cells, beta-arrestin complementation, luminescence; inhibition, % at 20 µM; P35414; actives 0.32% (n = 330,000);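 active = inhibition above about 40% at 20 µM, limit read from the data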;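 also: cells challenged with 10 nM apelin-13 agonist together with compound; plate controls were apelin-13 plus DMSO wells for no effect and DMSO wells lacking apelin-13 for full effect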
Target sequence (P35414 whole entry, looked up): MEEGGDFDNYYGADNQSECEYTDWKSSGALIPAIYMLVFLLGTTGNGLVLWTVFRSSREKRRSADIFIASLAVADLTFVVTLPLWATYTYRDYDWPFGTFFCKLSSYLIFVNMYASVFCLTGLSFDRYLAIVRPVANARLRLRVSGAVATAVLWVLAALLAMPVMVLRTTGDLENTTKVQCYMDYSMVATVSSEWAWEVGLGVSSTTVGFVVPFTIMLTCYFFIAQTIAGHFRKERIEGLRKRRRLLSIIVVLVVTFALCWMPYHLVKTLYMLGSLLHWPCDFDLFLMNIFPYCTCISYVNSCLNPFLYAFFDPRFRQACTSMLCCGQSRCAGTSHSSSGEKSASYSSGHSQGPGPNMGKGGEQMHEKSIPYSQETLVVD
CXCR6 inh = CXCR6 receptor inhibitors, primary screen, cell-based, beta-arrestin, luminescence, CHO-K1 PathHunter, 1536-well. C-X-C chemokine receptor type 6 (Homo sapiens), O00574. inhibition, % at 20 µM. actives 0.36% (n = 360,000). AID 602244, 2012; in the data active = inhibition above about 34%, passing the limit was not always enough;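 also: antagonist mode with CXCL16 agonist at 10 nM final; 0% = 10 nM CXCL16 with DMSO and 100% = unstimulated wells without agonist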
UPR XBP1 act = activators of adaptive XBP1 UPR arm, primary screen, cell-based, CHO-XBP1 luciferase reporter, luminescence, uHTS | actives 0.33% (n = 330,000) | activation, % at 20 µM | IRE1-XBP1 UPR activation; percent of tunicamycin response, DMSO as zero | AID 463104, 2010;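 active = versus positive control, 20 µM dose yields 30% or more activation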;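 also: 100% = tunicamycin at 10 µg/mL and 0% = DMSO only wells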
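Material: CHO-XBP1 cells stably carrying IRE1-XBP1-driven luciferase reporter / Amount: 1000 cells per well / Compound: 20 µM, 1% DMSO / Times: 6 h treatment, 37 °C / Detection: luciferase luminescence / Measure: % activation of reporter signal versus tunicamycin and DMSO controls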
APJ agonist = agonists of human apelin receptor APJ, primary screen, CHO-K1 cells, PathHunter beta-arrestin, luminescence | 0% DMSO wells, 100% apelin | activation, % at 20 µM | actives 0.11% (n = 330,000);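 active = activation more than six SD over the plate average, tested at 20 µM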;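 also: 0% = DMSO alone and 100% = apelin-13 at 10 nM; some results filed as inactive read as strong as hits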
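system = engineered CHO-K1 APJ arrestin reporter cells | input = 1000 cells per well | timing = overnight seeding, 90 min compound at 25 °C, 1 h detection | measured by = enzyme-fragment complementation luminescence | read-out = beta-arrestin recruitment to APJ as agonist activity, luminescent signal | control set = negative DMSO alone, positive Apelin-13 at 10 nM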
CCR6 antag = CCR6 receptor antagonists, primary screen, cell-based, CHO-K1, luminescence, beta-arrestin, uHTS; C-C chemokine receptor type 6 (Homo sapiens), P51684; CHO-K1 CCR6 PathHunter beta-arrestin, CCL20-stimulated; inhibition, % at 20 µM; actives 0.49% (n = 340,000); AID 493098, 2011;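 active = compounds whose inhibition of the agonist-driven luminescence signal at 20 µM reaches about 50%, limit read from the data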;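 also: cells stimulated with CCL20 at 14 nM final; plate controls were DMSO with CCL20 for no effect and DMSO without agonist for full effect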
Target sequence (P51684 whole entry, looked up): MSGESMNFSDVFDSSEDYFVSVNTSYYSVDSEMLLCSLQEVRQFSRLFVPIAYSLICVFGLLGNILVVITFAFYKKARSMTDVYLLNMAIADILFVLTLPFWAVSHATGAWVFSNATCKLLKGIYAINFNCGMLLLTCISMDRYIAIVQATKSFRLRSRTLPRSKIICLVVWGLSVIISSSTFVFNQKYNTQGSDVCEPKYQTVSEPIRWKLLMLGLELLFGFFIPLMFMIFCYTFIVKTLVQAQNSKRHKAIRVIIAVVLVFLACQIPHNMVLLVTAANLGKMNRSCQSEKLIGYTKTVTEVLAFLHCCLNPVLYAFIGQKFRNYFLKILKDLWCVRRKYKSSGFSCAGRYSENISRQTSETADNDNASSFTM
* marks the source's active call; other numbers are inactive results; . = no result given. An excerpt (hit frequency here may not be typical).

#	SMILES	tim23-1 inh	UPR CHOP act	Mdm2-MdmX inh	EBI2 antag	APJ antag	CXCR6 inh	UPR XBP1 act	APJ agonist	CCR6 antag
1	CC(Sc1nnc(-c2ccco2)n1C)C(=O)N(C)C1CCCCC1 (stereo unspecified)	-5	0.5	17	1	14	-2	-3	3	-3
2	CC(=O)c1cccc(-n2nnnc2SCC(=O)NNC(=O)C(C)C)c1	-5	2.3	3	-5	2	3	0	-3	-5
3	O=C(NC(=S)Nc1ccccc1O)c1cncc(Br)c1	11	2.2	6	5	28	47*	4	-6	66*
4	CCc1n(CC(O)COC2CCCCC2)c2ccccc2[n+]1C (stereo unspecified)	4	1.7	-2	-9	15	12	-4	-3	-5
5	CCOC(=O)[C@@H]1[C@H]2COc3cc(OC)ccc3[C@@H]2N2C(=O)N(c3ccc(Cl)cc3)C(=O)[C@@]12C	26	5.7	-5	9	-16	0	0	5	12
6	Cc1ccc(-n2ncc3c2ncn2c(C)nnc32)cc1C	-2	1.3	-62	-4	4	4	0	-3	-2
7	O=C(O)/C=C/c1ccc(S(=O)(=O)Nc2ccc(OCc3ccccc3)cc2)cc1	23	-0.7	11	7	-5	-12	-1	0	7
8	CCOC(=O)C1=C(N2CCCCC2)c2cc3c(n2C1=O)CCCC3	35	1.0	15	-4	-11	-15	-2	0	17
9	CCCC[n+]1ccn(C2=C([O-])c3ccccc3C(=O)/C2=N\S(=O)(=O)c2ccccc2)c1	15	-1.5	41	-6	-15	-9	-4	7	-3
10	O=C(CNC(=O)c1cccs1)Nc1cccc(S(=O)(=O)N2CCOCC2)c1	10	2.3	29	-1	-35	0	1	4	4
11	COc1ccc(N2CCN(C(=O)c3cccc(NC(=O)c4ccco4)c3)CC2)cc1	15	1.7	22	-1	2	-7	-5	0	-1
12	NC(=O)C1CCN(C(=O)c2cc(Cl)c3c(c2)OCCO3)CC1	21	-1.0	3	-4	-3	-4	-3	-5	-3
13	Cc1[nH]c2ccccc2c1C(=O)COC(=O)c1c(-c2ccccc2)noc1C	24	-3.1	16	5	-10	-3	1	2	6
14	CCOC(=O)Cn1nnnc1CN(Cc1ccc(OC)cc1)Cc1cc2cc(C)cc(C)c2[nH]c1=O	20	-2.0	15	-5	0	-2	-3	-2	0
15	CCC(=O)N(Cc1cc2cc(OC)ccc2[nH]c1=O)c1cccc(C)c1	-1	-2.1	-11	-1	4	-10	0	-6	8
16	CCOC(=O)c1c(-c2ccccc2)oc2ccc(O)c(CN3CCOCC3)c12	23	-0.6	35	17	8	-4	-2	1	8
17	C/C(N)=C(/C#N)C(=O)CSc1nnnn1-c1ccc(C)cc1	-1	1.9	-23	-2	2	-5	3	-3	-5
18	CC(C)(C)OC(=O)NCCCCCNC(=O)c1[nH]cnc1C(=O)Nc1ccccc1	33	1.4	13	-17	3	2	-4	-2	11
19	CC(C)NC(=S)NN(c1ccccc1)c1ccccc1	11	0.4	10	-3	2	2	0	-4	12
20	O=C(O)Cn1cc(/C=C2\SC(=O)N(c3ccccc3)C2=O)c2ccccc21	-47	2.3	1	-3	-1	-2	-2	-5	10

(continued)
#	SMILES	tim23-1 inh	UPR CHOP act	Mdm2-MdmX inh	EBI2 antag	APJ antag	CXCR6 inh	UPR XBP1 act	APJ agonist	CCR6 antag
21	COc1ccc(N(C(=O)c2ccco2)S(=O)(=O)c2ccccc2)cc1	34	0.3	7	-19	-10	2	1	-3	-6
22	Cc1ccc(/C=C/c2nc3ccccc3s2)s1	19	-7.5	8	13	-9	-4	-5	-7	-9
23	Cc1cccc(C)c1NC(=O)CSCc1cccc(CSCC(=O)Nc2c(C)cccc2C)n1	-5	0.5	12	19	-2	1	-2	-2	-12
24	COc1ccc(C(=O)N=c2sccn2C)cc1	11	4.4	-37	6	-14	-6	1	0	-11
25	CCOC(=O)N1CCN(c2nc(-c3cccs3)nc3ccccc23)CC1	28	0.7	10	9	27	8	4	-2	10
26	CCS(=O)(=O)Nc1cc(-c2nc3cccnc3s2)ccc1C	24	8.8	-57	-2	14	1	5	6	3
27	COc1cccc(NC(=O)Nc2cccnc2)c1	1	0.3	-12	0	-1	-7	-3	-2	13
28	CCCCN(CC)C(=O)CSc1nc2n[nH]c(C)c2c(=N)n1-c1cccc(C)c1	14	-2.5	25	-5	-11	-8	3	-1	-3
29	CCc1c(C)c2cc(Cl)c(O)c(CN3CCCCC3)c2oc1=O	6	-1.4	12	-2	-10	2	1	-3	1
30	COc1ccccc1-n1cc(CN2CCN(CC(C)C)C(CCO)C2)cn1 (stereo unspecified)	13	-1.8	-1	-3	-9	13	-2	-2	-1
31	Nc1c(C(=O)OCC2CCCO2)c2nc3ccccc3nc2n1-c1ccc2c(c1)OCCO2 (stereo unspecified)	15	-3.9	29	.	-21	.	-7	2	2
32	[O-][N+]1=C2CCC/C(=N\O)C2=NC12CCCCC2	2	0.1	10	-8	-5	1	0	2	4
33	COc1ccc(OC(=O)NCCc2ccccc2)cc1	8	5.9	-44	-9	-15	-4	1	0	17
34	CC1CCCCN1C(=O)COC(=O)c1n[nH]c2ccccc12 (stereo unspecified)	15	2.6	-8	11	10	-7	6	-5	-6
35	CCOC(=O)c1c(NC(C)=O)sc2c1CCCNC2=O	6	-0.4	25	-6	12	2	-2	-3	-8
36	Cc1cccc(C)c1N1CCN(c2cc(Cl)nc(N)n2)CC1	15	2.2	6	-2	-16	-4	-1	1	-9
37	NS(=O)(=O)c1ccc(NC(=S)NC(=O)/C=C/c2ccco2)cc1	-8	2.3	0	-9	11	5	-2	-3	27
38	CCCCC(=O)Nc1nc(C)c(-c2csc(Nc3ccc(Cl)cc3)n2)s1	29	1.1	18	30	13	-2	3	-5	3
39	O=C(N/C(=C/c1cccc([N+](=O)[O-])c1)C(=O)N1CCOCC1)c1ccc(Br)cc1	4	0.1	-1	-12	8	2	-5	-7	3
40	CN(C)C(=O)CC12CC3CC(C1)CC(CC(=O)N(C)C)(C3)C2	2	-1.0	11	1	-7	11	0	-1	10

Continuation.
#	SMILES	tim23-1 inh	UPR CHOP act	Mdm2-MdmX inh	EBI2 antag	APJ antag	CXCR6 inh	UPR XBP1 act	APJ agonist	CCR6 antag
41	CCOC(=O)c1cnc2c(ccc3ccccc32)c1NCCO	49	-0.5	-10	39	-1	-2	5	0	-15
42	Cc1nc2ccccc2c(=O)n1Cc1ccco1	5	0.5	24	2	3	-2	1	2	-2
43	Cc1ccc(C(NC(=O)N2CCCCC2)=C(Cl)Cl)cc1F	19	1.6	38	-9	7	-1	-5	-3	4
44	O=C(Cc1cccs1)NCCc1ccc(F)cc1	-5	-1.2	17	4	10	0	-4	-2	4
45	CC(=O)NC1C(=O)N=C(SCC(=O)Nc2cccc(Cl)c2)NC1=O (stereo unspecified)	17	-1.4	2	4	3	-4	-1	-3	10
46	O=C(CCNS(=O)(=O)c1cccc(C(F)(F)F)c1)NC1CC1	1	-0.2	6	-1	-63	-3	2	-2	0
47	CN(Cc1nc2ccccc2c(=O)[nH]1)CC(O)COCc1ccco1 (stereo unspecified)	8	2.5	10	-7	19	9	-1	1	-12
48	CC1CC(C)CN(CCOc2ccc(Cl)cc2Cl)C1 (stereo unspecified)	-4	-0.7	-2	1	-8	-1	0	-4	16
49	Cc1ccccc1C(=O)NC(=S)N(C)CCc1ccccn1	0	-1.4	-26	-8	-1	0	-1	-6	-2
50	O=C1/C(=C/c2ccco2)CCC1C1CCCC1 (stereo unspecified)	21	8.3	-10	2	5	-7	3	-2	0
51	CC12CCC(C(=O)N3CCCc4ccccc43)(CC1=O)C2(C)C (stereo unspecified)	26	0.3	23	8	-3	-1	0	-5	0
52	CN(C)c1ccc(/C=C/C(=O)c2ccccc2)cc1[N+](=O)[O-]	48	6.6	-35	2	15	-1	0	-3	20
53	CSc1nc(N)nc2c1ncn2CC(=O)NCc1ccc2c(c1)OCO2	-21	-0.3	21	1	-5	-2	-2	-2	1
54	CCOC(=O)N1CCN(C(=O)c2ccc3c(Cl)c4c(nc3c2)CCCC4)CC1	34	-0.5	-2	-9	2	-3	0	-3	13
55	C=CCSc1cc(C)nc2c(-c3ccccc3)cnn12	32	4.9	-98	-1	6	6	7	-6	8
56	COc1cc2c(cc1NC(C)=O)CCCC2	-12	-2.2	1	-10	2	4	1	-5	-9
57	Cc1ccc(C2c3c(-c4ccccc4O)n[nH]c3C(=O)N2Cc2ccncc2)cc1 (stereo unspecified)	11	0.2	38	9	4	1	1	-4	27
58	COc1cc(/C=N/NC(=O)c2sc3ccccc3c2Cl)ccc1OC(=O)c1ccc([N+](=O)[O-])cc1	10	0.7	4	-14	-62	-12	2	-3	-5
59	O=C(O)c1ccc(-n2nnnc2Oc2ccccc2C(=O)N2CCOCC2)cc1	-5	1.3	-16	-8	-5	-5	0	-3	5
60	O=C(Nc1cnccn1)c1cccnc1	-13	-1.7	-5	-3	9	-2	1	-4	-9

(listing goes on)
#	SMILES	tim23-1 inh	UPR CHOP act	Mdm2-MdmX inh	EBI2 antag	APJ antag	CXCR6 inh	UPR XBP1 act	APJ agonist	CCR6 antag
61	Clc1ccc(-c2nsc(N3CCOCC3)n2)c(Cl)c1	16	2.3	-80	-1	11	-17	0	1	18
62	Cc1cc(C)nc(N/N=C/c2cccc(Cl)c2)n1	14	0.1	-2	2	22	7	0	-3	6
63	COc1ccc(NC(=O)COC(=O)c2ccc(-n3cnnn3)cc2)c([N+](=O)[O-])c1	8	-1.7	10	1	2	9	1	1	1
64	CCOC(=O)C1(Cc2cccc(OC)c2)CCCN(C(=O)c2ccccc2C)C1 (stereo unspecified)	13	7.5	-51	-1	18	-2	1	-1	25
65	CCOC(=O)CN1N=C(/C=C/c2ccc(C(C)C)cc2)CCC1=O	17	1.7	0	9	-5	-1	2	0	4
66	CC(Sc1ccccc1)C(=O)NN=C1CCCC1 (stereo unspecified)	4	1.1	-5	-1	12	4	-1	-1	2
67	COc1ccc(Nc2cc(C)nc(N)n2)cc1	-7	3.6	-1	-4	4	1	0	-3	-8
68	O=C(NC1CCCCC1)C(c1c(F)cccc1Cl)N(C(=O)c1csnn1)C1CC1 (stereo unspecified)	4	0.4	2	-3	3	-4	-8	-1	11
69	COc1cccc(C(=O)N(C)CC(=O)Nc2cccc3ccccc23)c1	12	-0.8	5	-4	-7	-2	-2	-2	15
70	CSc1ccc(CN(C)C(=O)c2ccc(S(=O)(=O)Nc3ccccc3)cc2)cc1	2	-0.9	20	-2	-2	6	-1	0	9

Assay outcomes: PubChem, Sanford-Burnham Center for Chemical Genomics
